# Compound activity: PubChem BioAssay, several laboratories
# HIF-2a block: HIF-2a inhibition; 0.72% of 360,000 active; 786-0 RCC cells HIF-2a reporter, luciferase luminescence, overnight; inhibition, % at 18.8 µM;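 active = inhibition of the luminescence signal of 40% or more relative to plate controls, in a single-dose primary screen at 18.75 µM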
# iPSC survival up: hiPSC single-cell survival enhancement. ATPlite luminescence; 100% = ROCK inhibitor wells, 0% = DMSO. 0.044% of 360,000 active. survival enhancement, % at 20 µM; in the data active = survival enhancement above about 18%;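 also: cells exposed to compounds for 16 hours before the ATP read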
# NR2E3 ag-1: human photoreceptor-specific nuclear receptor agonism; inhibition of corepressor binding, % at 3.98 µM; AID 602229; 0.35% of 360,000 active; CHO-S Gal4-NCOR/VP16-NR2E3 two-hybrid, luciferase;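 active = inhibition above the mean of all tested compounds plus 3 SD, cut at about 70% in these data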;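 also: 0% = DMSO with NR2E3 transfected cells and 100% = cells lacking NR2E3 construct; higher means lower luciferase signal from less NR2E3 corepressor binding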
# Shn3 3UTR inh: Schnurri-3 reporter inhibition in Clone20 osteoblasts | Clone20 osteoblast Shn3 3'UTR firefly luciferase, 24 h | inhibition, % at 12.5 µM | 0.52% of 360,000 active | AID 588674;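 active = mean inhibition of at least 75% with every replicate also reaching 75%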;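 also: 0% = median of neutral control wells and 100% = pilot-screen positive control compound; some compounds past the cut are filed as inactive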
# MITF TRPM1 inh: MITF TRPM1 promoter inhibition in SK-MEL-5 cells; inhibition, % at 12.5 µM; SK-MEL-5 TRPM1 promoter luciferase, 24 h; 0.83% of 330,000 active;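 active = mean inhibition across replicates of 60% or more, whatever share of single replicates reaches that level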; also: values of inactives mirror those of a sister screen read the other way
# PDI inh: PDI (human) enzyme inhibition. PDI insulin aggregation turbidity, A650, 90 min. inhibition, % at 10 µM. 0.052% of 350,000 active. AID 588391;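 active = mean inhibition across replicates of 30% or more, whatever share of single replicates reach that level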;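 also: absorbance from insulin aggregation driven by PDI reduction with DTT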
# Target sequence (P07237 whole entry, looked up): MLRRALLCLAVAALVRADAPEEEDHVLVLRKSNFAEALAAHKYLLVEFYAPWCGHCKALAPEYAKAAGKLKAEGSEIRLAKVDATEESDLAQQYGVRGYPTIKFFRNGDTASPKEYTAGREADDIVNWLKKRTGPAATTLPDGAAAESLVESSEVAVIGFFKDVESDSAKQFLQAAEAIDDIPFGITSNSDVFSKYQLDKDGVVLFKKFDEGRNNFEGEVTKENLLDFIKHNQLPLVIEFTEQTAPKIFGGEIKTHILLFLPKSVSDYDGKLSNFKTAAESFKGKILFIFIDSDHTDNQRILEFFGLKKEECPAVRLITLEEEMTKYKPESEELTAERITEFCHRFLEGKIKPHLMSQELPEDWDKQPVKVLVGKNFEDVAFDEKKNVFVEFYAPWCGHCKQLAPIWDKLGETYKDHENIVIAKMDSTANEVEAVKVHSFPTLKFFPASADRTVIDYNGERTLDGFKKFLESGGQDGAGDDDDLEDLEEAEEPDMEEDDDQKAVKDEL
# NR2E3 ag-2: activates human photoreceptor nuclear receptor NR2E3. Q9Y5X4. GST-NR2E3/biotin-RetCOR TR-FRET, 1536-well. inhibition of corepressor binding, % at 4.78 µM. 0.12% of 320,000 active. AID 2300;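 active = percent inhibition above the cutoff of mean plus 3 SD of all tested compounds, set per screening campaign, cut at about 20% in these data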;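 also: 0% = DMSO wells and 100% = biotin wells as full block of FRET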
#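 System: GST-NR2E3 and biotin-RetCOR proteins; probe or stimulus: 7 nM biotin-RetCOR; doses: compound at 4.8 µM, single dose; schedule: Compound–protein incubation for 5 h at 4 °C; detection: time-resolved FRET; read-out: percent inhibition; controls: biotin wells as high control, 0.6% DMSO wells as low control; format: 1536-well plates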
# Peg3 promoter: inhibitors of Peg3 promoter. 1.7% of 360,000 active. HeLa PEG-Prom luciferase reporter, luminescence, overnight. inhibition, % at 20 µM;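 active = inhibition of at least 50% at 20 µM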
# CaV13 FRET inh: Disruptors of the CACNA1D IQ motif to Ca2+-dependent inactivation inhibitor domain association, primary screening, Förster resonance energy transfer in intact living …; HEK cells, CFP/YFP FRET ICDI-IQ, plate reader, 10 min; percent FRET-ratio fall versus neutral wells; inhibition, % at 12.3 µM; 0.098% of 340,000 active; AID 743397;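 active = mean replicate inhibition of at least 30% and at least 1% of replicates passing that level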;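 also: 0% = median of the neutral control wells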
# m5-HT2A agonist: activates the mouse 5-HT2A serotonin receptor; AID 624169; 0.66% of 360,000 active; P35363; activation, % at 7.6 µM; CHO-K1 mHTR2A beta-arrestin complementation, luminescence; percent of 30 µM serotonin response;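 active = activation above a run cutoff, the mean activation of all tested compounds plus 3 SD, cut at about 14% in these data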;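 also: 0% = plate median of compound wells and 100% = 30 µM serotonin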
# Target sequence (P35363 whole entry, looked up): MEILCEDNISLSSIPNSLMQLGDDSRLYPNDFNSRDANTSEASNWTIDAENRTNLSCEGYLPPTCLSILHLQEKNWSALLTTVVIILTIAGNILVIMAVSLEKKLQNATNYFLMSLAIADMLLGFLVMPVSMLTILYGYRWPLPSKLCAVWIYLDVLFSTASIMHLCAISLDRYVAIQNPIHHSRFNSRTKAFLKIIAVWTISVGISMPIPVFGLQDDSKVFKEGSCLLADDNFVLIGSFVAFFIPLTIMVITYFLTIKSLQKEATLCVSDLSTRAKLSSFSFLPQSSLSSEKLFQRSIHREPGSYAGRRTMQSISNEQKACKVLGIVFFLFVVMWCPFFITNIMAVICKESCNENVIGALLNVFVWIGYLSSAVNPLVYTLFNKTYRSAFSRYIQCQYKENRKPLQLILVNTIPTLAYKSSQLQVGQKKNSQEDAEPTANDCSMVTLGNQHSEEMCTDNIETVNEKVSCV
# H9c2 protect: myocardial damage modulation in H9c2 cells. H9c2 cardiomyocytes, H2O2 injury protection, ATPLite, 2 h. protection from H2O2 cell death, % at 20 µM. 0.63% of 360,000 active. AID 588492;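 active = compounds giving at least 50% protection of heart cells from peroxide-induced death in the single-dose screen, raw or plate-pattern-corrected value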;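 also: 0% = DMSO wells with peroxide and 100% = DMSO wells without peroxide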
# The depositor's hits bear a star; . = no result given.
SMILES,HIF-2a block,iPSC survival up,NR2E3 ag-1,Shn3 3UTR inh,MITF TRPM1 inh,PDI inh,NR2E3 ag-2,Peg3 promoter,CaV13 FRET inh,m5-HT2A agonist,H9c2 protect
CCOC(=O)N1CCN(C(=O)CN(C)S(=O)(=O)c2ccc(F)cc2)CC1,4,0.2,-26,0,4,7,1,-11,-4,-2,-1
CCN(CC)C(=O)c1ccc(O)c(OC)c1,9,-2.8,-20,-11,-7,1,5,-1,-5,0,0
CCNS(=O)(=O)c1ccc(CCC(=O)N2CCN(c3cccc(Cl)c3)CC2)cc1,16,0.7,-9,15,4,-2,3,15,-5,-2,2
CCOc1ccc(CNC(=O)c2ccc(Sc3ccc(Cl)cc3)c(NC(C)=O)c2)cc1,26,6.8,20,20,2,1,4,16,-5,0,-9
Cn1c(CCN2CCN(c3ccccn3)CC2)nc2cc(NC(=O)COc3ccc(Cl)cc3)ccc21,22,0.6,21,59,58,1,2,52*,-13,-5,6
COc1ccc(NC(=O)/C(C#N)=C/c2cccnc2)c(OC)c1,3,-0.4,-10,4,18,-1,.,16,-5,3,14
COc1cccc2cc(-c3cc(=O)oc4ccc(O)cc34)oc12,-2,0.0,-9,-2,-3,-8,1,9,-4,-2,13
Cc1cc(C)nc(Nc2n[nH]c(-c3ccccc3N)n2)n1,-244,-0.5,-148,-29,-6,-2,-1,-123,-21,3,-10
CC[C@@]1(C(=O)OC)N[C@H](CN(C)C(=O)Nc2ccc(OC)cc2)[C@@H]2C(=O)N(Cc3ccccc3)C(=O)[C@@H]21,-110,-1.2,1,-32,-50,19,.,-110,-7,2,-3
CC(CC(=O)Nc1ccc2c(c1)c(=O)n(C)n2-c1ccc2ccccc2c1)C(F)(F)F (centres undefined),-15,-0.8,-33,36,.,10,.,-12,-5,-3,-8
NC(=O)c1ccc(Oc2ncc(C(F)(F)F)cc2Cl)cc1,-31,-0.7,-37,-2,0,-3,1,-25,-4,0,-3
COc1ccc(-n2c(C)ccc2-c2ccccc2)cn1,-25,-0.5,1,-2,-13,1,5,-7,-4,3,-4
O=C(CSC(=S)N1CCN(c2ccccc2)CC1)Nc1nc(-c2ccccc2)c(-c2ccccc2)o1,4,0.6,-11,12,1,-6,-1,6,-1,1,8
COCc1cc(=O)[nH]c(-c2csc(C)n2)n1,15,-0.3,4,1,5,-1,0,3,-2,4,6
Cc1ccc(N(C(=O)c2csnn2)C(C(=O)NC2CCCC2)c2ccncc2)c(C)c1 (centres undefined),7,-0.4,-3,-5,.,0,3,3,-3,0,-1
CC(C)(C)OC(=O)[C@H](Cc1ccccc1)NC(=O)c1nc[nH]c1C(=O)NC1CCNCC1,9,-2.0,9,-11,-18,4,5,-4,-6,2,8
CC(=O)Oc1ccc(C(=O)NCCc2ccccc2)cc1,-34,-2.4,-105,-50,-34,-5,2,-138,-7,3,0
CN(C(=S)Oc1ccc(C(=O)Nc2ccccc2)cc1)c1ccccc1,19,0.8,-3,19,10,13,0,27,-11,-8,-9
COc1cc(C(=O)NC(=S)Nc2ccc3oc(=O)ccc3c2)cc(OC)c1OC,-28,0.3,3,23,12,-5,-2,-21,-9,-4,-2
N=c1c(S(=O)(=O)c2ccccc2)cc2c(=O)n3ccccc3nc2n1Cc1cccnc1,18,0.1,-6,25,5,0,2,24,2,5,14
CCCC1(C2CCCC2)NC(=O)NC1=O (centres undefined),14,1.9,5,-2,-5,2,.,-22,-5,-3,5
Cc1ccnc(NC(=O)C2CCCN(S(=O)(=O)c3cnc[nH]3)C2)c1 (centres undefined),-1,-0.9,-9,3,-2,-22,0,13,16,-2,2
CC(NC(=O)COC(=O)CCc1ccc(S(=O)(=O)N2CCOCC2)cc1)C1CC2CCC1C2 (centres undefined),10,-0.5,27,-13,2,-13,-4,-9,-4,4,-4
Cc1cc(Nc2ccc(F)cc2Cl)n2nc(C)nc2n1,7,-0.9,-25,-2,15,.,-1,8,-11,1,8
Cc1cc(C)n(-c2ccc(C(=O)OCC(=O)Nc3ccc(S(=O)(=O)N4CCOCC4)cc3)cc2)n1,8,4.0,0,-13,7,-1,1,-11,.,-1,2
O=C(Nc1ccc(N2CCOCC2)c(S(=O)(=O)Nc2ccccc2Cl)c1)c1ccc(=O)[nH]n1,25,0.4,-5,16,-9,11,.,15,-6,3,11
CN(C(N)=S)c1ccccc1,-8,-2.4,-11,6,-11,-5,0,-3,-2,8,15
COc1ccc(C(C(=O)NC(C)(C)C)N(C(=O)CCC(=O)Nc2cc(C)on2)c2cccc(F)c2)cc1 (centres undefined),16,-0.3,1,5,10,8,0,13,-2,0,-2
C=C1CCN(CC(=O)OC)S(=O)(=O)c2ccccc21,1,-4.8,4,-9,-11,-8,-1,4,-5,-3,9
O=c1c2ccccc2c(-c2ccccc2)nn1-c1cc(Cl)cc(Cl)c1,17,-0.2,3,.,.,-2,1,14,0,6,-5
O=C(O)C1C2CCC(C2)C1C(=O)NCCc1ccccc1 (centres undefined),2,0.1,-4,-17,-3,-2,-3,7,13,13,5
COc1cccc(CNC(=O)c2cc(C3CC3)nc3c2cnn3C(C)C)c1,15,-0.4,-19,19,6,1,2,32,-2,-13,10
COC(=O)c1sccc1NC(=O)c1ccc2c(c1)OCO2,-3,-0.9,-4,-33,3,2,1,-30,-8,-3,-5
CCOC(=O)C(NC(=O)CC(C)C)(Nc1sc(C)c(CC)c1C#N)C(F)(F)F (centres undefined),17,-1.3,5,-16,-4,-4,0,10,-5,5,-1
O=C(CN1C(=O)C(=O)c2ccccc21)NCCc1ccccc1,19,2.0,-28,-10,9,-5,-1,-4,6,-1,8
Cc1cccc(NC(=O)c2ccc(Cl)c(S(=O)(=O)N3CCCCCC3)c2)n1,21,-0.3,-32,-12,-1,19,2,18,-5,-2,0
CCN(CC)C(=O)C1=C(C)N(Cc2ccc(C(C)(C)C)cc2)C(=O)C(CC(=O)NCCCN(C)C)C1 (centres undefined),3,-2.2,-2,-10,.,-2,.,-34,-8,-1,1
O=C(NNC(=S)NC(=O)c1ccccc1)c1ccc([N+](=O)[O-])cc1,-11,1.0,-21,7,-13,-2,0,-6,-20,-5,30
CC(C)(C)c1ccc(OCCC(=O)OCC(=O)NC(=O)NC2CCCC2)cc1,21,-0.4,-22,7,-1,-1,-5,22,-6,-4,-7
Cc1cc(C)n2nc(C(=O)Nc3cccc(S(=O)(=O)N4CCCC4)c3)nc2n1,14,-0.1,-22,-4,7,-7,1,10,-4,2,8
O=C(N/N=C\c1cc2c(cc1Cl)OCO2)c1ccc(Br)s1,-8,-0.4,-20,28,8,-10,-7,24,.,8,-10
C/C(=C\C(=O)c1c(O)cc(C)oc1=O)N(C)C,6,0.2,3,-20,11,7,2,3,-5,1,6
CC(C)CCc1noc(CN2CCN(CC(=O)NC(C)C)CC2)n1,8,-0.7,19,20,-3,-8,2,17,-2,1,-9
Cc1c(C(=O)N2CCN(Cc3nccn3C)CC2)oc2c(F)cccc12,-8,2.6,-35,-1,.,0,.,-1,-9,-3,10
CCOC(=O)N1CCN(CCC(=O)Nc2cc(OC)ccc2OC)CC1,-1,2.2,-11,12,-3,3,2,12,3,2,0
Cc1ccccc1Cn1cnc2ccccc21,11,-0.7,-13,36,8,0,1,2,9,-23,-12
COc1ccc(C)cc1N(C(=O)CNC(=O)c1ccco1)C(C(=O)NCC1CCCO1)c1ccccc1 (centres undefined),10,0.2,7,3,17,21,5,6,-2,2,0
COc1ccc(F)c(-c2nc(CN3CCN(C(=O)c4ccco4)CC3)c(C)o2)c1,0,0.6,-2,3,2,1,4,12,.,-1,-2
O=C(C1CCN(S(=O)(=O)c2ccc(Br)s2)CC1)N1CCc2ccccc21,-3,-0.7,17,32,-8,-3,-2,34,.,-5,-6
CC1=C[C@H]2OC(=O)[C@@H](C)[C@H]2C[C@@H]2[C@H]1C[C@@H](O)[C@@]2(C)O,3,-2.0,-5,4,-3,-1,3,2,-5,0,0
O=C(CC12CC3CC(CC(C3)C1)C2)NC(Cc1ccccc1)C(=O)O (centres undefined),11,1.1,0,7,10,1,2,1,-5,9,3
CN(C(=O)CC1C(=O)NCCN1CC1CCCCC1)C1CCOCC1 (centres undefined),12,1.5,17,-5,-8,6,5,-8,-3,2,0
Cc1ccc(-c2noc(CCCOc3ccc(Cl)cc3Cl)n2)cc1,5,0.1,-11,-4,2,-3,0,10,-4,5,-15
CCCCCCn1c(N2CCC(C)CC2)nc2c1c(=O)[nH]c(=O)n2C,16,1.1,-22,18,-18,-6,2,3,-5,-6,-6
CCOc1ccc(CNc2ccc3c(c2)ncn3C(C)(C)C)cc1,-90,-0.5,-46,5,-11,5,0,-80,-4,-1,-5
O=C(c1ccc(Cl)cc1)N(c1ccccn1)C1CCCCC1,15,-0.6,6,-6,8,5,5,11,1,-2,-3
COc1ccc(N2C(=O)CC(Sc3nc4ccccc4s3)C2=O)cc1OC (centres undefined),12,-0.1,7,-21,0,3,2,5,-7,-2,-3
COC(=O)C1=C(C)NC2=C(C(=O)CC(C)(C)C2)C1c1ccccn1 (centres undefined),4,2.6,-11,-35,7,1,2,11,-8,-2,4
CCCOc1ccc(N2C(=O)CC(N(CCCO)C(=O)CC)C2=O)cc1 (centres undefined),16,3.0,-9,1,4,-1,-3,1,-20,4,17
CCc1ccc(NC(=O)C2CCN(S(=O)(=O)c3ccc4c(c3)N(C(C)=O)CCO4)CC2)cc1,17,-0.3,15,21,6,9,3,17,.,0,-3
CN(C)S(=O)(=O)N(CC(=O)Nc1ccc(F)c(F)c1)c1ccccc1,2,1.5,7,-11,6,-8,0,12,-7,-3,-4
Cc1ccc(CNC(=O)c2ccc(OCC3CCCO3)cc2)cc1 (centres undefined),12,-0.3,-4,-26,-7,-2,-2,9,-5,0,7
COC(=O)C1CCN(C(=O)c2ccc3nccnc3c2)CC1,-2,-0.5,0,-5,2,-5,.,12,.,-3,0

# Part of the list above in a different format:
COc1ccc(N2C(=O)CC(Sc3nc4ccccc4s3)C2=O)cc1OC (centres undefined)
- HIF-2a block: 12
- iPSC survival up: -0.1
- NR2E3 ag-1: 7
- Shn3 3UTR inh: -21
- MITF TRPM1 inh: 0
- PDI inh: 3
- NR2E3 ag-2: 2
- Peg3 promoter: 5
- CaV13 FRET inh: -7
- m5-HT2A agonist: -2
- H9c2 protect: -3

COC(=O)C1=C(C)NC2=C(C(=O)CC(C)(C)C2)C1c1ccccn1 (centres undefined)
- HIF-2a block: 4
- iPSC survival up: 2.6
- NR2E3 ag-1: -11
- Shn3 3UTR inh: -35
- MITF TRPM1 inh: 7
- PDI inh: 1
- NR2E3 ag-2: 2
- Peg3 promoter: 11
- CaV13 FRET inh: -8
- m5-HT2A agonist: -2
- H9c2 protect: 4

CCCOc1ccc(N2C(=O)CC(N(CCCO)C(=O)CC)C2=O)cc1 (centres undefined)
- HIF-2a block: 16
- iPSC survival up: 3.0
- NR2E3 ag-1: -9
- Shn3 3UTR inh: 1
- MITF TRPM1 inh: 4
- PDI inh: -1
- NR2E3 ag-2: -3
- Peg3 promoter: 1
- CaV13 FRET inh: -20
- m5-HT2A agonist: 4
- H9c2 protect: 17
